Source: PubChem BioAssay
HSF1 inh: HSF1 inhibitors in luciferase reporter cells, primary screen, cell-based, NIH3T3, luminescence | NIH3T3-HGL HSE-luciferase, MG132-induced, luminescence 8 h; active compounds read low | activity change, negative = inhibition, % at 7.5 µM (by protocol) | 300,000 compounds, 0.77% hits;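 active means more than half of replicate wells show activity change below -50%, luminescence cut by over half; inconclusive means some wells, but at most half, below -50%; inactive means no replicate well below -50%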;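 further: luciferase reports HSF-1 transcriptional activity via heat shock element; 0% = median of DMSO wells and -100% = zero luminescence signal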
aSyn UTR inh: MLPCN primary screen, SNCA 5' untranslated region. AID 1813, 2009. 300,000 compounds, 0.82% hits. inhibition, % (tested at 7.5 µM). alpha-synuclein 5'UTR reporter, inhibitor activity; in the data active means inhibition above about 60%; inconclusive means no clear call, values can overlap the other calls;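 further: H4 neuroglioblastoma cells stably carrying SNCA 5'UTR luciferase fusion; 0% = DMSO wells and 100% = positive control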
HSP90 refold inh: HSP90 inhibitors, primary screen, cell lysate, luminescence; Rabbit reticulocyte lysate, luciferase refolding luminescence, 3 h; Heat shock protein HSP 90 (rabbit reticulocyte lysate; luciferase refolding); inhibition, % at 5.6 µM; 290,000 compounds, 0.91% hits;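 active means inhibition above the screen-wide mean plus 3 SD, computed separately per campaign, cut at about 16% in these data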;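 further: 0% = DMSO wells and 100% = 60 µM geldanamycin wells; inhibitors lower the luminescence because luciferase stays unfolded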
SKKanGAS inh: S. pyogenes SKKanGAS growth inhibitors in kanamycin, primary screen, streptokinase expression inhibitor project, SKKanGAS strain, BacTiter-Glo luminescence; 6 h; inhibition, % at 7.5 µM; 300,000 compounds, 1.3% hits; AID 1662, 2009;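 active means mean replicate score, as percent of positive control median, at least 50; inconclusive means mean below 50 but one replicate at or above 50; inactive means mean and every replicate below 50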;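 further: strain carries kanamycin resistance gene driven by streptokinase promoter and grows in 40 µg/ml kanamycin; loss of luminescence reflects streptokinase promoter inhibition or plain growth inhibition; 0% = median of DMSO wells and 100% = positive control at its reference dose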
HIF act: HIF pathway transcriptional activators, primary screen, cell-based, U2OS HRE-luciferase, luminescence; activation, % at 7.5 µM (by protocol); U2OS HRE-luciferase reporter; normalized: DMSO 0%, desferrioxamine 100%; AID 1910, 2009; 300,000 compounds, 0.32% hits;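 active means mean activation of at least 10% of the iron chelator positive control signal, with at least half of replicates also reaching 10%; inconclusive means mean and replicate majority disagree about reaching 10%; inactive means mean and most replicates under 10%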
HSF1 activator: HSF-1 activators, primary screen, NIH3T3-HGL cells, MG132 stress, luminescence, single point. 300,000 compounds, 1.7% hits. NIH3T3-HGL HSF-1 luciferase reporter, 8 h; 100% = twice DMSO control signal. activation, % at 9 µM. AID 504408, 2011;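 active means mean replicate activation of at least 50% with a set share of replicates each reaching 50%; inconclusive means only one of those two conditions met; inactive means mean below 50% and too few replicates reaching it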;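 further: 0% = median of the neutral control wells and 100% = twice that signal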
Platelet DG rel: inhibitors of platelet dense granule secretion, primary screen, cell-based, MLPCN, human platelets. human platelet-rich plasma, SFLLRN dense granule ATP release, luminescence. inhibition, %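 (compounds screened at 7.5 µM in platelet-rich plasma)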. 300,000 compounds, 0.22% hits;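 active means mean replicate score, as percent of positive control, at or above 50; inconclusive means mean below 50 but at least one replicate at or above 50; inactive means mean and every replicate below 50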
AI-2 QS modul: Vibrio harveyi AI-2 quorum sensing modulators, primary screen, JMH597 strain, luminescence/OD600 ratio; Vibrio harveyi JMH597 AI-2 luminescence/OD600 ratio, 9 h; active compounds read low; strain lacks LuxN and CqsS sensors; 0 = neutral-control median; activity change, % at 7.5 µM; 300,000 compounds, 0.4% hits; in the data active means activity change below about -75%, passing the limit was not always enough; inconclusive means no clear call, values can overlap the other calls;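 further: luminescence divided by OD600 gain over 9 h not by final OD600 alone; inactives centre near 13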
IEC-6 cytotox: cytotoxicity in IEC-6 intestinal epithelial cells, primary screen, cytotoxicity control for KLF5 inhibitor project, cell-based, luminescence; 290,000 compounds, 0.78% hits; AID 1825, 2009; inhibition, % at 5 µM; IEC-6 cytotoxicity, luminescence viability; in the data active means inhibition above about 22%;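 further: 0% = plate median of test compound wells and 100% = cytotoxic reference compound wells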
KLF5 inh: KLF5 expression inhibitors, primary screen, DLD-1 cells, luminescence; DLD-1 KLF5 promoter-luciferase reporter; inhibition, % at 5 µM; 290,000 compounds, 0.23% hits;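 active means inhibition above a per-plate limit of that plate's mean compound inhibition plus 3 SD, cut at about 60% in these data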;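 further: 0% = DMSO wells and 100% = LY294002 at 200 µM; higher means less KLF5 promoter-driven luciferase light; inactives centre near -14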
* hit, by the source's call; ? = inconclusive; . = no result given.

The line under a structure holds: HSF1 inh, aSyn UTR inh, HSP90 refold inh, SKKanGAS inh, HIF act, HSF1 activator, Platelet DG rel, AI-2 QS modul, IEC-6 cytotox, KLF5 inh
COC(=O)c1ccccc1NC(=O)NC1CCCCC1
    4, -19, 2, -2, 1.1, 8, 15, 24, 4, -42
NC(=O)c1ccc(NC(=S)NCc2ccco2)cc1
    -1, -26, 0, 3, -0.2, -8, 5, 24, 3, -6
Cc1ccc(/C=C(\NC(=O)c2ccccc2)C(=O)OCc2ccccc2)cc1
    6, -56, 0, -8, -0.1, 19, -10, 16, 2, -27
Cc1nn(-c2ccccc2)c2sc(C(=O)N3CCc4ccccc4C3)cc12
    4, 6, 3, 55*, 0.4, 11, -4, -3, 2, 14
COc1cccc(NC(=O)c2ccc(S(=O)(=O)N3CCCC3)cc2)c1
    1, 4, 1, -6, 0.3, -13, ., 20, 6, 16
Cc1ccc(Cn2ncc3c(N4CCN(Cc5ccc(Cl)cc5)CC4)ncnc32)cc1
    11, 22, -1, 6, 0.0, 20, 3, 0, -3, -14
CC(Oc1ccc2c(-c3ccccc3)cc(=O)oc2c1)C(=O)NCCCN1CCOCC1 (stereo not given)
    -1, -3, -5, -3, -0.3, 8, 0, -1, -8, -16
CCS(=O)(=O)Nc1cccc(-c2ccc3nnc(C)n3n2)c1
    -6, -19, 1, -14, -0.1, 9, -1, 19, -4, -11
CN(C(=O)CN1C(=O)NC2(CCc3ccccc32)C1=O)C1CCS(=O)(=O)C1 (stereo not given)
    3, 16, ., -2, -30, 6, -3, 18, ., .
CC1(C)CN=C(N(Cc2ccccc2)C(=O)Nc2ccccc2)S1
    -6, -154, 19*, -4, -51, -2, -9, 27, -5, -34
O=[N+]([O-])c1cccc(-c2ccn[nH]2)c1
    5, 3, 3, -1, 0.0, 1, 5, -9, 11, 4
CCCC(=O)Nc1cc(C(=O)O)ccc1S(=O)(=O)c1ccc(C)cc1
    -11, -13, 6, 0, -0.1, -8, 8, -1, -3, -14
CCC(C)NC(=O)CCc1nc2ccccc2n1-c1ccccc1 (stereo not given)
    -6, 3, 5, -1, 0.3, 24, 19, 3, 8, 24
CC(=O)NC(Cc1ccc(F)cc1)C(=O)NC1CCN(C(=O)Nc2ccc(F)cc2)CC1 (stereo not given)
    -8, -9, -5, -5, -0.2, -10, -1, 2, 8, -1
Cc1cc(C(=O)NC2CCCN(Cc3ccccc3F)C2)no1 (stereo not given)
    -4, 0, 4, 0, -0.1, 6, -1, 19, 12, -17
Cc1cc(C)c2c(C)nn(-c3ccccc3)c2n1
    5, 4, 12, -6, 1.1, -7, 3, 7, -2, -11
O=C(C1=C[C@@H](C2CC2)C[C@@H](OCc2ccc(CO)cc2)O1)N1CCN(Cc2ccccc2)CC1
    87, 4, 2, 0, -1.3, 104*, 0, 5, -6, 0
Cc1ccccc1NC(=O)c1ccc(NC(=O)c2ccco2)cc1
    -1, 29, -1, ., -0.4, -1, 28, 16, 0, -15
C[Si](C)(C)n1ccnc1
    -11, -15, 1, 2, -0.2, -17, -8, -3, -6, -30
COCC(C)NC(C(=O)Nc1ccc(Cl)c([N+](=O)[O-])c1)c1ccccc1 (stereo not given)
    -1, -6, 4, 4, 1.5, -7, -4, 18, -3, -14
Cc1ccc(NC(=O)CSc2nnc(C3CC3)n2CC2CCCO2)cc1C (stereo not given)
    -4, 20, -4, -1, -0.5, 1, 6, 34, -3, -13
COc1ccc(CN2CCCC(C(=O)c3ccc4c(c3)OCO4)C2)c(F)c1 (stereo not given)
    -4, -12, 0, -10, -0.4, 10, 5, -9, 6, -22
COc1ccc(-n2c(SCC(=O)Nc3ccc(C)cc3)nc(O)c(Cc3ccccc3)c2=O)cc1
    5, 20, 1, 15, 0.1, 14, 0, 14, -4, -19
COC(=O)c1ccccc1NC(=O)CCC(=O)N1CCSc2ccccc21
    2, -13, -7, -16, 0.0, 13, 11, 14, 3, 0
COc1cccc(C2(O)CCN(C(=O)Cc3cccnc3)CC2)c1
    -20, -11, -1, -2, 0.1, -27, -9, 13, -1, -31
COC(=O)c1c(NC(=O)Cc2cccs2)sc(C(=O)NC2CCCCC2)c1C
    1, -7, -1, 4, 0.4, 0, -3, 17, -4, -48
O=C(NC(=S)N1CCCc2ccccc21)c1ccccc1
    8, 7, -2, 2, 0.4, 24, ?, ?, 4, 29
CC(NC(=O)C(C)(C)C)c1nc2ccccc2n1C (stereo not given)
    -7, 2, 0, -4, 0.9, -7, 1, 26, -3, 9
COC(=O)c1ccc(N2C(=O)C3C4C=CC(CC4)C3C2=O)cc1 (stereo not given)
    -3, -15, -2, 2, -44, 10, -6, 34, 2, -28
Cc1ccc(NC(=O)C2CCCN(c3ncccn3)C2)c(C)c1 (stereo not given)
    2, -78, -1, -3, 2.6, 18, -7, 13, 0, -83

Look-ups from the results shown.
aSyn UTR inh with `Cc1ccc(NC(=O)C2CCCN(c3ncccn3)C2)c(C)c1` (stereo not given) is entered as -78
HSF1 inh with `O=C(NC(=S)N1CCCc2ccccc21)c1ccccc1` is entered as 8

Next part
The line under a structure holds: HSF1 inh, aSyn UTR inh, HSP90 refold inh, SKKanGAS inh, HIF act, HSF1 activator, Platelet DG rel, AI-2 QS modul, IEC-6 cytotox, KLF5 inh
COc1cc(C(=O)COC(=O)c2cnc(C)cn2)ccc1OC(F)F
    -6, 3, 4, 38, 0.1, -5, -14, 4, 2, -11
O=C1OC(/C(=C\Nc2ccccc2)[N+](=O)[O-])c2ccccc21 (stereo not given)
    6, -23, 7, 3, 0.2, -11, 5, 23, 1, -34
COc1ccc(C2(C)NC(=O)N(CC3CCCCC3)C2=O)cc1 (stereo not given)
    9, 16, -3, -9, 0.1, ?, -8, 25, 1, -4
CC1CCCN(CCCNC(=O)c2cc3c(s2)-c2ccccc2OC3)C1 (stereo not given)
    5, -3, 5, -5, 0.0, -17, 2, 11, -2, 4
CN(C)C(CNC(=O)c1cc(Br)ccc1Cl)c1ccco1 (stereo not given)
    -2, 2, -1, 2, -0.2, 4, 3, 51, -1, -26
Cc1nnc(NC(=O)CSc2nc3c(c(=O)n2C)SC(C)C3)s1 (stereo not given)
    0, 2, -1, -3, 0.0, -10, -1, 18, 2, -8
OCCNc1cc(-n2nc(-c3ccccc3)cc2-c2ccccc2)ncn1
    1, 44, 3, -4, 0.2, 18, 3, -4, 16, -1
O=C(NCCCn1ccnc1)c1cccc(S(=O)(=O)Nc2ccccc2F)c1
    -3, 10, 1, 3, -0.2, 3, 0, 12, -2, -21
CCOc1ccc(-c2ccc(SCC(=O)N3CCN(c4ccccc4)CC3)nn2)cc1
    2, -69, 6, 1, 0.5, 3, -4, -4, -3, -25
O=C1OCC/C1=C\c1ccc2c(c1)OCO2
    -2, 13, 4, 2, -0.1, 13, 2, -7, 5, -29
O=C(NCCc1c[nH]c2ccccc12)c1ccccc1
    2, -107, 3, 4, 1.1, 13, -4, ?, 6, -87
CC(Cl)C(=O)c1ccc2c(c1)CCN2C(=O)C1CC1 (stereo not given)
    31, -54, 2, 6, 3.5, 44, -9, -59, 3, -30
CCCN1CCN(CCCNC(=O)CCN2C(=O)COc3ccccc32)CC1
    -3, 15, -2, 3, -0.2, 0, -4, 10, -2, -52
Cc1ccc(/C=N/NC(=O)c2nnn(-c3nonc3N)c2C(C)C)o1
    -1, 1, -5, -5, -0.1, -1, 11, 20, 0, 0
Cc1cc(NC(=O)COc2coc(CN3CCN(c4ccc(F)cc4)CC3)cc2=O)no1
    -6, -2, ., -12, 0.0, -6, -1, 20, ., .
CCOc1cccc(/C=N/Nc2nc(N3CCCC3)nc(N3CCCC3)n2)c1O
    -3, -30, -4, 8, -0.2, 12, -6, 10, 2, -56
CCOC(=O)C1=C(C)N=C2SC(C(=O)OC)=CC(=O)N2C1c1cc(OC)c(OC)c(OC)c1 (stereo not given)
    -6, 7, 2, 26, -0.5, -10, 1, 19, -4, -20
O=S(=O)(Cc1ccc(Cl)cc1)CC(O)COCc1ccccc1 (stereo not given)
    22, -8, -5, -7, 1.2, 43, -10, -16, -2, -37
CCC(C(=O)N1CCN(c2ccccn2)CC1)n1nc(C)n2c(cc3occc32)c1=O (stereo not given)
    0, -4, 2, -1, -0.1, 12, 2, 42, 2, -3
CC(=O)c1cc(C#N)c(Oc2cccc(C(F)(F)F)c2)nc1C
    10, -18, -2, 1, 0.1, 11, 1, 16, 0, 3

Full records as entered above. Order of values: HSF1 inh	aSyn UTR inh	HSP90 refold inh	SKKanGAS inh	HIF act	HSF1 activator	Platelet DG rel	AI-2 QS modul	IEC-6 cytotox	KLF5 inh
Cc1ccc(/C=N/NC(=O)c2nnn(-c3nonc3N)c2C(C)C)o1 as listed: -1	1	-5	-5	-0.1	-1	11	20	0	0
CCOc1cccc(/C=N/Nc2nc(N3CCCC3)nc(N3CCCC3)n2)c1O as listed: -3	-30	-4	8	-0.2	12	-6	10	2	-56
CCCN1CCN(CCCNC(=O)CCN2C(=O)COc3ccccc32)CC1 as listed: -3	15	-2	3	-0.2	0	-4	10	-2	-52
CC(=O)c1cc(C#N)c(Oc2cccc(C(F)(F)F)c2)nc1C as listed: 10	-18	-2	1	0.1	11	1	16	0	3
O=S(=O)(Cc1ccc(Cl)cc1)CC(O)COCc1ccccc1 (stereo not given) as listed: 22	-8	-5	-7	1.2	43	-10	-16	-2	-37

(next part)
The line under a structure holds: HSF1 inh, aSyn UTR inh, HSP90 refold inh, SKKanGAS inh, HIF act, HSF1 activator, Platelet DG rel, AI-2 QS modul, IEC-6 cytotox, KLF5 inh
O=C(NNC(=O)c1ccccc1F)c1cccc(-n2cccc2)c1
    2, -74, ., 2, 2.5, -7, ., 9, ., .
COc1ccc(OC)c(S(=O)(=O)N2CCC(c3nc4ccccc4[nH]3)CC2)c1
    2, 3, ., -1, 0.0, -4, 2, 14, ., .
c1ccc(-c2cc3c(N4CCN(c5ccccc5)CC4)ncnc3s2)cc1
    7, -23, 5, 28, 0.2, 17, 0, 30, 0, -28
COc1ccc(C2Nc3ccccc3C(=O)N2Cc2ccccc2)cc1OC (stereo not given)
    10, -25, ., -1, 0.1, 10, 17, 19, ., .
CCN1CCN(C(=O)C2=CC(c3ccc(C)cc3)=NS(=O)(=O)N2C)CC1
    -2, -1, 2, -6, 0.0, -6, 0, 14, 8, -12
